# proKLK7 act – proKLK7 zymogen activators, primary screen, biochemical, fluorescence intensity. Kallikrein-7 (Homo sapiens), P49862. AID 652039, 2013. purified proKLK7, EDANS-DABCYL substrate fluorescence; 100% is mature enzyme control, 0% vehicle. activation, % at 7 µM. 370,000 tested, 0.9% active;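 active = activation above the mean of all tested compounds plus 3 SD, computed per campaign excluding outliers beyond control limits, cut at about 13% in these data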
# TDP2 inh – human TDP2 enzyme inhibitors, primary screen, biochemical, epi absorbance, recombinant enzyme | inhibition, % at 12.8 µM | 370,000 tested, 0.34% active | AID 720702, 2013 | T5PNP hydrolysis, p-nitrophenol absorbance 415 nm | Tyrosyl-DNA phosphodiesterase 2 (Homo sapiens), O95551;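 active = inhibition above the mean of all tested compounds plus 3 SD, set per campaign, cut at about 25% in these data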;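 also: 0% = DMSO with enzyme and 100% = buffer with substrate but no TDP2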
#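 Material: recombinant human TDP2; quantity: TDP2 enzyme at 120 nM final; medium: Tris-HCl pH 7.5 with MgCl2; compound: single concentration, 12.8 µM nominal, with 1% DMSO; incubation: 2 h enzyme incubation at 37 °C; signal: epi absorbance; measure: percent inhibition; benchmarks: high control without enzyme, low control DMSO plus TDP2; repeats: singlicate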
# PRMT1 inh – PRMT1 methyltransferase inhibitors, primary screen, biochemical, fluorescence polarization. recombinant PRMT1, activity-based probe fluorescence polarization. inhibition, % at 2.79 µM. 370,000 tested, 1.3% active. AID 652257, 2013;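 active = inhibition above about 21% made by adding two undisclosed values, limit read from the data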
# MBD2 inh – inhibitors of MBD2 binding to methylated DNA, primary screen, biochemical, TR-FRET, DNA-binding domain, human. Methyl-CpG-binding domain protein 2 (Homo sapiens), Q9UBB5. inhibition, % at 4.4 µM. AID 686964, 2013. MBD2 binding to methylated oligonucleotide. 370,000 tested, 0.31% active; in the data active = inhibition above about 13%
# Target sequence (Q9UBB5 whole entry, looked up, the tested form may be a part): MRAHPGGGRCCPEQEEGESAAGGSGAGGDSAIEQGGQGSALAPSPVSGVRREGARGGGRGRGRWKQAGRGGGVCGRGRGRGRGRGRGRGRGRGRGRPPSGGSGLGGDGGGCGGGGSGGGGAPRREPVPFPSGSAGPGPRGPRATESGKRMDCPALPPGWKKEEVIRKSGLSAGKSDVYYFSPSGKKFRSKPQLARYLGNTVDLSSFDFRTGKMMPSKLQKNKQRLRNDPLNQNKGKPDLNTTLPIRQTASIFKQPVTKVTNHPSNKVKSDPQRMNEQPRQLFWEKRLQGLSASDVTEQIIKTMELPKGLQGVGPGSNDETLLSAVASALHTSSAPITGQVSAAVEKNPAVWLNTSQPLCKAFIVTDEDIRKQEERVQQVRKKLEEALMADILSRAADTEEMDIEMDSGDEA
# TCR CD3 inh – inhibitors of human TCR-CD3 interaction, primary screen, biochemical, fluorescence, TAMRA-labeled TCR probe. 360,000 tested, 0.37% active. T-cell receptor (TCR). inhibition, % at 9.4 µM; in the data active = inhibition above about 19%;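 also: recombinant mutant TCR 2C K166C tagged with TAMRA read by polarization; 0% = receptor in buffer alone and 100% = receptor with positive control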
# LEDGF integ inh – blockers of LEDGF/p75-dependent integrase strand transfer – biochemical, TR-FRET, high throughput, primary screen; TR-FRET IN-LEDGF/p75 DNA integration, Eu/Cy5; inhibition, % at 3.7 µM; 370,000 tested, 0.64% active; AID 743269, 2014;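 active = inhibition above the screen-wide mean plus 3 SD, cut at about 13% in these data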;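 also: signal is the Cy5 over europium emission ratio at 671 and 618 nm; 0% = plate median of compound wells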
# SIAE inh – human SIAE inhibitors, primary screen, biochemical, fluorescence polarization, FP-Rh probe, 1536-well HTS; Sialate O-acetylesterase (Homo sapiens), Q9HAT2; SIAE FP-Rh probe binding; inhibition, % at 9.66 µM; 370,000 tested, 0.69% active; AID 1053197, 2014;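 active = inhibition above a cutoff: mean of compounds within the control limits plus 3 SD of those, cut at about 17% in these data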;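 also: 0% = plate median of compound wells and 100% = probe without SIAE protein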
# Target sequence (Q9HAT2 whole entry, looked up): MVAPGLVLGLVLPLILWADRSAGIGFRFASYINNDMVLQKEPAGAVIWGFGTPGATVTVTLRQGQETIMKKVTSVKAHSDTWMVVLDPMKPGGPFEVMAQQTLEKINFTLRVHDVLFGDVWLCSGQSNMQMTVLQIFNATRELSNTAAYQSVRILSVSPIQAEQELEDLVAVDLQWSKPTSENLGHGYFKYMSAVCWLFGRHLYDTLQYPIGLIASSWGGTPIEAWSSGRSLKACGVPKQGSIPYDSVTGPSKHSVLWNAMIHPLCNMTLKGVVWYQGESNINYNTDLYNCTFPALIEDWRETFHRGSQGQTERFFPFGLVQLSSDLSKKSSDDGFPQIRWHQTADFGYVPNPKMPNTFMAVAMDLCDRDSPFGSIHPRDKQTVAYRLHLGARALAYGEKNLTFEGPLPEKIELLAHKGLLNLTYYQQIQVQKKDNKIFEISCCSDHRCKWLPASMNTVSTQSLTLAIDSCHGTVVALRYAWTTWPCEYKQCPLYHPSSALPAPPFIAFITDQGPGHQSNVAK
# Tn6 DDE FP – inhibitors of Tn6 peptide binding to fibrin DD(E), primary screen, biochemical, fluorescence polarization, human fibrin, Tn6 probe. Fibrinogen beta chain (Homo sapiens), P02675. Fibrin DD(E) TRITC-Tn6 fluorescence polarization displacement. inhibition, % at 8.3 µM. 370,000 tested, 0.21% active;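 active = inhibition above a per-campaign cutoff: mean of compounds within control limits plus 3 SD, cut at about 15% in these data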;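 also: 0% = median of all compound wells on the plate and 100% = blocking peptide control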
# DDE Tn7 FP inh – inhibitors of Tn7 peptide binding to fibrin DD(E), primary screen, biochemical, fluorescence polarization, human fibrin, Tn7 probe; AID 720508, 2013; Fibrinogen beta chain (Homo sapiens), P02675; 370,000 tested, 0.13% active; FP displacement of FITC-Tn7 peptide from fibrin DD(E); 0% = median of compound wells per plate; inhibition, % at 8.3 µM;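 active = inhibition above the mean of compounds falling within the control limits plus 3 SD of them, cut at about 14% in these data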;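 also: 0% = plate median of compound wells and 100% = 10 µM Aha-Tn7 peptide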
#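 Assay system: human fibrin DD(E). Input: DD(E) 2 µM final. Medium: Tris buffer with calcium and detergent, pH 7.8. Compound dosing: single point at 8.3 µM. Timing: 10 min plus 3 h, room temperature. Technique: fluorescence polarization of the labelled Tn7 tracer. Read-out: percent inhibition. Replicates: singlicate testing.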
# UHRF1 binding – UHRF1 methylated DNA binding inhibitors, primary screen, counter-screen for MBD2 inhibitor project, biochemical, TR-FRET, human UHRF1, single concentration. UHRF1 binding to methylated oligo. inhibition, % at 4.4 µM. 370,000 tested, 0.75% active; in the data active = inhibition above about 21%;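 also: UHRF1 SRA domain binding a hemimethylated CpG hairpin DNA probe; 0% = median of test compound wells and 100% = reference inhibitor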
# * hit, by the source's call; / = not tested or not shown.
SMILES,proKLK7 act,TDP2 inh,PRMT1 inh,MBD2 inh,TCR CD3 inh,LEDGF integ inh,SIAE inh,Tn6 DDE FP,DDE Tn7 FP inh,UHRF1 binding
O=C1CCCN1C(=O)CSc1nnnn1-c1ccccc1,-0.5,16,0,5,-3,-2,-2,0,-1,0
CCCCP(=O)(c1ccccn1)c1ccccn1,0.1,8,-2,-3,6,0,3,-2,-9,-1
COc1cc(C(=O)NCC(c2cccs2)N2CCOCC2)ccc1OCc1ccc(Cl)cc1 (stereo unspecified),0.6,-1,-2,-5,3,-2,-4,3,8,-2
COc1cccc(NC(=O)C2CCCN2C(=O)Nc2cccc3c2OCO3)c1 (stereo unspecified),0.0,-4,-5,-6,/,4,14,5,9,-2
CS(=O)(=O)N1CCN(C(=O)c2ccc3c(c2)OCCO3)CC1,0.4,0,-1,-1,4,0,5,3,-8,-2
CCCCNC(=O)NNc1nc(Cl)cc(C)c1C#N,0.4,-5,10,2,-5,-4,-6,-5,-2,3
CCCC(=O)Nc1cc(C)c2c(=O)oc3ccccc3c2n1,-0.7,-5,7,1,-5,-4,-3,-1,1,0
Cn1cc(-c2coc3c(C(=O)NCc4cccnc4)cccc23)cn1,-0.5,-3,3,2,-9,-5,1,-1,-3,-1
O=C(O)/C=C/c1ccc(S(=O)(=O)Nc2ccc(OCc3ccccc3)cc2)cc1,-0.4,-1,0,2,2,1,-6,0,5,-3
COc1ccccc1N(C)S(=O)(=O)c1ccc(Cl)c(C(=O)NCCCN2CCOCC2)c1,-0.2,-3,2,1,-5,-1,3,-6,3,4
CCc1ccccc1OCC(=O)N1CCN(c2ncccn2)CC1,0.6,4,5,1,0,-1,-5,-9,1,1
CCOc1ccccc1NC(=O)n1ncc2c(C)cccc21,-0.2,11,0,3,5,3,4,-5,1,1
Cc1ccc(S(=O)(=O)NCC(C)NS(C)(=O)=O)cc1 (stereo unspecified),0.4,-1,-1,8,-2,3,0,-16,2,4
CC(C)Oc1ccc(NC(=O)C2CCCNC2=O)cc1 (stereo unspecified),-0.2,0,0,2,-1,-2,-1,-5,6,4
CC(Sc1n[nH]c(=O)n1Cc1ccccc1)C(=O)NC1CCCCC1C (stereo unspecified),-0.4,-4,-4,-3,-8,10,0,0,-7,2
CCN(CC)S(=O)(=O)c1cccc(NN=c2c(=O)c3ccccc3c2=O)c1,0.2,4,3,4,-6,-6,1,8,0,2
Cc1ccccc1NC(=O)COC(=O)c1ccc2nc(C)c(C)nc2c1,-0.3,-12,-4,3,1,1,3,6,-4,-1
COc1cc(OC)cc(C(=O)NCc2cc(C)nc3ccccc23)c1,-0.2,4,4,2,2,1,-8,6,1,3
COC(=O)[C@@]12C[C@@H](CC(=O)NCCCCc3ccccc3)C(=O)N(Cc3ccccc3)C1=CCC(C)(C)C2,-0.1,1,-1,4,1,-1,-3,-1,2,-3
COc1ccc(N(CCC#N)C(=O)/C(C#N)=C/c2cccs2)cc1,-0.2,-5,2,1,-4,-3,7,-4,4,2
COc1ccc(NC2CCCN(C(=O)c3cccc(N4CCNC4=O)c3)C2)cc1 (stereo unspecified),-0.1,4,-1,-1,3,2,-1,-4,4,-3
CCN(c1ccccc1)S(=O)(=O)c1nnc(NC(=O)C(C)(C)C)s1,-0.4,-4,4,-2,10,0,-4,-5,2,-1
COc1ccc(CNC(=O)c2cccc(C)c2[N+](=O)[O-])cc1,-0.3,6,-4,1,9,2,-6,6,3,1
O=C(NC1CCCC1)C(c1ccccc1)n1c(CSCCOc2ccccc2)nc2ccccc21 (stereo unspecified),0.5,1,-13,0,-7,2,-13,-4,2,-1
CCN(CC)Cc1cc(C(C)=O)ccc1OCC(C)C,-0.4,0,0,1,-9,-1,2,2,3,-2
# (more compounds)
SMILES,proKLK7 act,TDP2 inh,PRMT1 inh,MBD2 inh,TCR CD3 inh,LEDGF integ inh,SIAE inh,Tn6 DDE FP,DDE Tn7 FP inh,UHRF1 binding
Cn1c(SCc2ccc(C(C)(C)C)cc2)nnc1C1COc2ccccc2O1 (stereo unspecified),0.2,2,-2,1,-2,5,4,-3,-3,-1
Cn1c(=O)oc2cc(S(=O)(=O)Nc3ccc(Cl)cc3)ccc21,-0.4,11,1,4,5,1,-5,-3,2,1
COc1cc(/C=N/NC(=O)COc2cc(C)cc(C)c2)ccc1OS(=O)(=O)c1ccc(C)cc1,0.0,-9,3,-1,5,1,-15,-1,0,5
CCOC(=O)C1(C)CCCN1C(=O)c1sccc1C (stereo unspecified),-0.3,0,5,4,-8,-2,-2,-7,2,7
O=C(OC12CCCN(C1)/C(=C/c1cccnc1)C2)C1CCCCC1 (stereo unspecified),0.1,-4,0,1,/,2,-2,0,4,1
CCC(=O)NC(Cc1ccccc1)c1ccc2c(c1)OCCCO2 (stereo unspecified),-0.1,4,0,-4,8,0,-1,7,4,-1
CC(=O)Nc1ccc(NC(=O)CSc2ccccn2)cc1,0.1,-9,-2,1,0,-3,2,10,3,1
COc1ccc2c(c1OC)C(=O)OC2Nc1ncccc1C (stereo unspecified),0.0,-8,-4,1,0,0,0,0,3,2
CCOC(=O)c1sc(C)c2c(=O)n(Cc3ccc(Cl)cc3)c(C)nc12,-0.4,-3,-2,2,6,1,-7,1,4,0
CCCCCn1c(CCNC(=O)c2cccs2)nc2ccccc21,0.0,-5,-1,-3,-1,0,-2,9,-4,-2
COCCn1c(=N)c(C(=O)NCCc2ccccc2)cc2c(=O)n3cccc(C)c3nc21,0.2,-2,1,-3,1,-6,-3,-2,-6,-3
CCc1c(O)nc(SCC(=O)N2CCc3cc(OC)c(OC)cc3[C@@H]2C)[nH]c1=O,-0.1,-15,9,8,-1,2,1,0,4,2
Cc1cc(NC(=O)COC(=O)c2ccccc2O)no1,8.4,-11,-1,-1,-1,2,5,-7,2,10
O=C1CC(N2C(=O)/C(=C/C=C/c3ccccc3)SC2=S)C(=O)N1c1ccccc1 (stereo unspecified),-0.4,9,0,1,-6,0,-6,3,-1,-1
O=C1C2CC=CCC2C(=O)N1c1ccc(N2CCN(c3ccccn3)CC2)c([N+](=O)[O-])c1 (stereo unspecified),0.4,9,-4,-4,6,0,14,-3,-3,-2
CCn1c(CSCc2c(Cl)cccc2Cl)n[nH]c1=S,-0.2,0,0,3,5,1,0,-4,4,0
COc1ccc(-n2c(COc3ccc(Cl)cc3)nnc2SCC(=O)Nc2ccc3c(c2)OCO3)cc1,0.5,-5,1,-1,/,-1,3,0,2,-1
Cn1c(SCC(=O)NCCc2ccc(S(N)(=O)=O)cc2)nc2ccccc2c1=O,-1.0,-4,0,0,0,-4,9,-2,7,0
CC(C)(CNC(=O)COc1ccccc1Cc1ccccc1)N1CCOCC1,0.1,3,5,4,-5,0,1,-3,-6,2
CCN(CC)S(=O)(=O)c1cccc(NC(=O)COc2ccc(F)cc2Br)c1,-0.1,-4,3,0,4,-2,-11,-9,8,1
C=Cn1cc[n+](CC(=O)c2ccc(C)cc2)c1,-0.6,-8,-2,2,3,5,-10,2,-2,-1
CCNC(=O)C12CCC(C)(C(=O)O1)C2(C)C (stereo unspecified),0.5,9,-2,-2,0,-2,14,-1,0,-5
CCOc1nc(NCCN2CCOCC2)nc(Nc2ccc([N+](=O)[O-])cc2)n1,-0.6,-5,1,0,-4,4,5,-4,-7,4
Cc1nc(NCCN2CCOCC2)c2oc3ccccc3c2n1,0.2,1,1,3,5,-3,-5,7,1,-3
O=C(O)CSc1nc2c(c(=O)[nH]1)CCCC2,0.6,-5,-1,1,6,-1,0,2,1,-2
# Going on with the list.
SMILES,proKLK7 act,TDP2 inh,PRMT1 inh,MBD2 inh,TCR CD3 inh,LEDGF integ inh,SIAE inh,Tn6 DDE FP,DDE Tn7 FP inh,UHRF1 binding
COc1cc(Br)cc(CN2CCN(c3ncccn3)CC2)c1O,-0.2,-1,-1,-4,0,0,5,-2,2,-1
O=C(CSc1ccc2nnc(CCNC(=O)c3ccccc3)n2n1)NCc1ccco1,0.5,20,4,1,-1,2,5,-4,2,1
CCCn1c2ccccc2c2nnc(SCC(=O)Nc3nnc(CC(=O)OCC)s3)nc21,0.1,-2,-2,-7,0,1,3,2,2,-1
CN(C)S(=O)(=O)c1ccc(C(=O)OCC(=O)Nc2ccc3c(c2)OCO3)cc1,0.3,4,-4,2,-8,-3,4,2,3,-1
CCOC(=O)c1c(C)[nH]c(C(=O)COC(=O)CSCC(=O)N(CC)CC)c1C,0.0,-1,2,-4,5,-2,3,-5,4,-1
Cc1cc(N2CCN(C)CC2)nc2ccc(NC(=S)N3CCCCC3)cc12,12,0,-1,-6,-3,-1,5,-4,-1,-2
CCC(CC)NC(=O)c1ccc2nc[nH]c2c1,-0.3,-10,-1,-1,-1,2,0,-9,-4,0
Cc1ccc(NC(=O)Cc2nnc(SCC(=O)NC3CCCC3)n2C)cc1,0.3,-8,7,1,-2,-4,12,-3,0,1
COc1cc2c(cc1OC)C(SC)=NC(C)(C)C2,2.6,-2,-3,-3,3,-4,-2,1,1,-1
COC(=O)c1c(NC(=O)COC(=O)c2ccccc2O)sc2c1CCCCC2,-0.5,5,-1,2,5,-2,0,5,1,2
COc1c(S(=O)(=O)N2CCN(C(=O)c3ccco3)CC2)ccc(Cl)c1Cl,0.1,12,-1,3,6,1,73*,1,-3,-2
O=C(NC1CCCCC1)NC1CC2CCC(C1)N2Cc1nnnn1Cc1ccc2c(c1)OCO2 (stereo unspecified),0.3,0,-2,-3,8,1,3,0,1,-1
CN1CCN(C(=S)c2ccc(Br)cc2)CC1,-0.7,-2,41*,1,0,-2,-6,7,1,0
COc1ccc(OCCSc2nc3ccccc3n2CCC(=O)O)cc1,0.0,7,-2,-1,-2,1,-1,2,-8,-4

# Results in MBD2 inh and DDE Tn7 FP inh, for two of the compounds above:
SMILES,MBD2 inh,DDE Tn7 FP inh
O=C(NC1CCCCC1)NC1CC2CCC(C1)N2Cc1nnnn1Cc1ccc2c(c1)OCO2 (stereo unspecified),-3,1
CN1CCN(C(=S)c2ccc(Br)cc2)CC1,1,1

# Compound activity as filed in PubChem BioAssay.
